Screening data as filed in PubChem BioAssay.
uPA generation = qHTS for Inhibitors of Cell Surface uPA Generation. cell surface uPA generation assay, qHTS. Potency, µM (highest dose often 38.3 µM), for the others: at the top dose activity change, negative = inhibition, hits mostly inhibitors. 0.31% of 330,000 active; active means well fitted inhibition curve with a large enough effect; inconclusive means small, poorly fitted or top-dose-only effect; inactive means no such curve, though single readings can be large or run the other way; tested in mouse RAW 264.7 cells; further: potency means the concentration at half of the fitted maximal effect; on the % scale 0 is the no-effect control and ±100 the full control effect; nearly all actives have a fitted effect of over 55% in size
PTAP TSG101 blk = qHTS Assay for Iinhibitors of HIV-1 Budding by Blocking the Interaction of PTAP/TSG101; Tumor susceptibility gene 101 protein (Homo sapiens), Q99816; Fluorescence polarization, FITC-PTAP peptide / Tsg101 binding; Potency, µM (titrated, usually from 115 µM), for the others: top-dose activity change, negative = inhibition, most hits filed as inhibitors; 340,000 tested, under 10 active; active means well fitted inhibition curve with a large enough effect in the main read-out, with a control signal flat, not every such curve was filed as active; inconclusive means small, poorly fitted or top-dose-only effect, or effect the other way, or a change in a side signal; inactive means no such curve, though single readings can be large or run the other way; further: potency means the concentration at half of the fitted maximal effect; % of control where 0% means no effect
Target sequence (Q99816 whole entry, looked up): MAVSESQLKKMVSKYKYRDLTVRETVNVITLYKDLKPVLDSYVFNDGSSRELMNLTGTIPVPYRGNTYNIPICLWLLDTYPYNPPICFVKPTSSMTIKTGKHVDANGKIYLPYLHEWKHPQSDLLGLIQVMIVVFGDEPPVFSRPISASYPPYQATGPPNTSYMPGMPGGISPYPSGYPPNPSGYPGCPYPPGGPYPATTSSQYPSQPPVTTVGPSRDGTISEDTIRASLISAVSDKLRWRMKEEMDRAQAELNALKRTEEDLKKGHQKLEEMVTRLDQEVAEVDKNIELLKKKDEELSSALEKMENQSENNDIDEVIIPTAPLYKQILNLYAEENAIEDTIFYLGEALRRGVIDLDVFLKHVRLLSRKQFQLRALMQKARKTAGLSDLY
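Steps: Tsg101 binding domain dispensed (10 uM final), compounds pinned in DMSO, FITC-labeled PTAP-motif peptide added (50 nM final); after 20 min binding at room temperature, polarization measured.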
BRCA1 expr act = qHTS Assay to Identify Small Molecule Activators of BRCA1 Expression; AID 624202, 2012; MCF7-BRCA1-FFLuc reporter, luminescence, 48 h; response scale: scaled: vehicle 0%, 10 µM genistein 100%; Potency, µM (top dose mostly 46.1 µM), without a hit: at the highest dose activation, hits mostly activators; 1.1% of 380,000 active; further: potency means the concentration at half of the fitted maximal effect; nearly all actives have a fitted effect of over 80% in size; some results filed as inactive show a strong effect at the top dose
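MCF7-BRCA1-FFLuc, 2000 cells/well; 2 h attach, 37 °C/5% CO2; compound 48 h; luciferase substrate 15 min; luminescence end-point. Norm. to genistein 10 microM max activation and DMSO; concentration-response curves fitted.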
Integrin act MD = qHTS for Activators of Integrin-Mediated Alleviation for Muscular Dystrophy. alpha7betagal myoblasts, beta-gal FDG fluorescence, 48 h. Potency, µM (top dose mostly 38.3 µM), for inactives: top-dose activation, most hits filed as activators. 0.064% of 350,000 active. AID 624291, 2012;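 further: potency means the concentration at half of the fitted maximal effect; 100% = response of the positive control SU9516; nearly all actives have a fitted effect of over 60% in size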
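Alpha7betagal+/- myoblasts (passage 13) were plated 16-24 hr, then exposed to compounds (1:260 dilution of DMSO stock) for 48 hours at 37C. After MPER lysis, β-galactosidase reporter activity was read as FDG fluorescence (ex 480/em 540) after 30 minutes.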
ELG1 genotoxic = qHTS screen for small molecules that induce genotoxicity in human embryonic kidney (HEK293T) cells expressing luciferase-tagged ELG1; HEK293T ELG1-luciferase reporter, luminescence, 16 h; 1.3% of 330,000 active; Potency, µM (titrated, usually from 46 µM), for inactives: at the highest dose activity change, positive = activation, hits mostly activators; further: potency means the concentration at half of the fitted maximal effect; % of control where 0% means no effect; nearly all actives have a fitted effect of over 60% in size
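Genotoxic stress is detected as increased luminescence from luciferase-tagged ELG1 in HEK293T cells, measured with ONE-Glo after a 16 hr treatment at 37 °C.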
p53 reactivator = qHTS assay for re-activators of p53 using a Luc reporter | Potency, µM (doses to about 92.2 µM), for inactives: at the top dose activity change, positive = activation, actives largely listed as activators | AID 504706, 2011 | H1299 p53-A138V BP100-luciferase reporter, luminescence, 24 h | 0.063% of 320,000 active; further: potency means the concentration at half of the fitted maximal effect; % of control where 0% means no effect; nearly all actives have a fitted effect of over 45% in size
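p53-null H1299 cells stably carrying temperature-sensitive p53-A138V and a BP100-luciferase reporter were pinned with compounds (4-point, 1:5 series) and held 24 hrs at 37 deg C. Luminescence was read 10 min after detection reagent.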
TRPV1 agonist = HTS Assay for Compounds that Act as Agonists of the Vanilloid Receptor 1 | Transient receptor potential cation channel subfamily V member 1 (Homo sapiens), Q8NER1 | TRPV1-expressing cells, Fluo-8 calcium influx, agonist mode | activation, % at 8.33 µM | 0.19% of 320,000 active | AID 540275, 2011; in the data active means activation above about 80%; inconclusive means between about 30% and that limit; further: 0% is about no effect
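Cells expressing TRPV1 were dye-loaded with Fluo-8 and read kinetically: 10 s baseline, 3 min after compound (agonist portion), then 2 min after EC20 capsaicin (allosteric enhancer portion). Calcium-bound dye fluorescence at 480/520 nm.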
Eya2 inh = qHTS Assay for Inhibitors of the Phosphatase Activity of Eya2; Protein phosphatase EYA2 (Homo sapiens), O00167; recombinant Eya2, OMFP fluorescence dephosphorylation (OMFP is methylfluorescein phosphate); Potency, µM (top dose mostly 76.9 µM), for the others: top-dose activity, negative = inhibition, hits mostly inhibitors; 0.006% of 330,000 active; AID 488837, 2010; further: potency means the concentration at half of the fitted maximal effect; on the % scale 0 is the no-effect control and ±100 the full control effect
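Eya2 (0.2 uM) preincubated 10 min at ambient with compound, then OMFP substrate added at 50 uM; 10 min reaction in 50 mM HEPES pH 7.5, 50 mM NaCl, 5 uM MgCl2, 0.05% BSA, 1 mM DTT. Fluorescence read at Ex 485/Em 525 nm.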
B2AR arrestin = qHTS assay of beta-arrestin-biased ligands of beta2-adrenergic receptor. Potency, µM (top dose mostly 46.1 µM), for the others: top-dose activation, hits mostly activators. 0.02% of 330,000 active. beta-arrestin recruitment to beta2AR, cell-based reporter. Beta-2 adrenergic receptor (Homo sapiens), P07550. AID 492947, 2010;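 further: potency means the concentration at half of the fitted maximal effect; 0% = DMSO controls and full agonism = EC100 isoproterenol or metaproterenol; nearly all actives have a fitted effect of over 65% in size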
S-ASM inh = Inhibitors of Secretory Acid Sphingomyelinase (S-ASM): qHTS | Sphingomyelin phosphodiesterase (Homo sapiens), P17405 | placental ASM, HMU-PC fluorogenic substrate, 60 min | Potency, µM (series often up to 57.5 µM), inactives show at the highest dose activity change, negative = inhibition, most hits filed as inhibitors | 0.006% of 340,000 active; further: potency means the concentration at half of the fitted maximal effect
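Fluorogenic HMU-PC substrate (9 uM final) is turned over by placental ASM in 60 min at 37 C after a 10 min compound preincubation. Reaction ended by alkaline stop (pH 10), with fluorescence read at 386/447 nm.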
USP2a block = qHTS Assay for Inhibitors of Ubiquitin-specific Protease USP2a Using CHOP2 as the Reporter. Ubiquitin carboxyl-terminal hydrolase 2 (Homo sapiens), O75604. USP2 core, Ub-CHOP2 coupled fluorogenic reporter, 485/531. Potency, µM (series often up to 38.3 µM), without a hit: at the top dose activity change, negative = inhibition, most hits filed as inhibitors. 0.01% of 330,000 active. AID 463254, 2010;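 further: potency means the concentration at half of the fitted maximal effect; plate controls were DMSO wells for no effect and full inhibition by NEM control for full effect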
Target sequence (O75604 whole entry, looked up): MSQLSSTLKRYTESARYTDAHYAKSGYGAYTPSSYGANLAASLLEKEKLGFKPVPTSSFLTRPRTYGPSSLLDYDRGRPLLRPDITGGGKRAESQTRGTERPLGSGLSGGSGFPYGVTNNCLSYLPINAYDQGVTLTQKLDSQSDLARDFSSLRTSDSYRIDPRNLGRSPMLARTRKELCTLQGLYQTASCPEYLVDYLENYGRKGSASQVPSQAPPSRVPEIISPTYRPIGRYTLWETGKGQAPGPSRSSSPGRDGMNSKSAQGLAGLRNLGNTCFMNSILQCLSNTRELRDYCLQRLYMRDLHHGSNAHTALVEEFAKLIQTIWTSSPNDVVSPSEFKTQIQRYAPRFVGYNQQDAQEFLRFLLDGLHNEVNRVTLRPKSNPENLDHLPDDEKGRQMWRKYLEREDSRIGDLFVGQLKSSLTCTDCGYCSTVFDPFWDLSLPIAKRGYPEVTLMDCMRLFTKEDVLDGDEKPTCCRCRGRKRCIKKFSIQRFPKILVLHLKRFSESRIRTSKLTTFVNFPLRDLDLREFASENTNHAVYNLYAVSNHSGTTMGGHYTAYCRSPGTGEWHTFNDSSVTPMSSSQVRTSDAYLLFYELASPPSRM
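Cell-free coupled assay: 10nM USP2 core preincubated 30min RT with compound in Tris-HCl pH 8.0/CaCl2/CHAPS buffer, then 25nM Ub-CHOP2 and 25nM reporter substrate; fluorescence (Ex 485/Em 531) read after 60min RT, normalized to NEM inhibition, concentration-response curves fitted.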
* = called active by the depositor. Unless noted, the call rests on the fitted dose curve; in most records, active means well fitted curve in the direction sought with a large enough effect; inconclusive means small, poorly fitted or top-dose-only effect, or another doubt; inactive means no such curve, though single readings can be large; an effect the other way counts as inactive or inconclusive.

COc1cc(C)ccc1OCc1cc(C(=O)N2C[C@H]3CC[C@H]2C3)no1 was read as uPA generation -1%, PTAP TSG101 blk 1%, BRCA1 expr act 17%, Integrin act MD -19%, ELG1 genotoxic 4%, p53 reactivator 9%, TRPV1 agonist 16, Eya2 inh -7%, B2AR arrestin 0.2%, S-ASM inh 1% and USP2a block 4%.
For O=C(OCC(=O)N1CCN(C(=O)c2ccco2)CC1)c1cccc(F)c1 the results were uPA generation 3%, PTAP TSG101 blk -2%, BRCA1 expr act 32%, Integrin act MD 5%, ELG1 genotoxic 5%, p53 reactivator inconclusive, TRPV1 agonist 4, Eya2 inh 9%, B2AR arrestin -1.8%, S-ASM inh -1% and USP2a block 3%.
For O=C(Nc1ccc(Cl)cc1)c1csc(Cc2ccccc2)n1 the results were uPA generation 6%, PTAP TSG101 blk -10%, BRCA1 expr act -18%, Integrin act MD 0%, ELG1 genotoxic inconclusive, p53 reactivator 12%, TRPV1 agonist inconclusive, Eya2 inh -1%, B2AR arrestin -0.1%, S-ASM inh 2% and USP2a block 3%.
For CCOC(=O)N1CCN(Cc2nc3ccc([N+](=O)[O-])cc3c(=O)n2-c2ccc(OC)cc2OC)CC1 the results were uPA generation -1%, PTAP TSG101 blk -9%, BRCA1 expr act -20%, Integrin act MD -12%, ELG1 genotoxic -5%, p53 reactivator -7%, TRPV1 agonist 4, Eya2 inh -2%, B2AR arrestin -0.6%, S-ASM inh 0% and USP2a block -1%.
Screening COc1ccc2c(C)cc(SCc3c(C)noc3C)nc2c1 returned uPA generation 4%, PTAP TSG101 blk -6%, BRCA1 expr act 1%, Integrin act MD 11%, ELG1 genotoxic 3%, p53 reactivator -7%, TRPV1 agonist 26, Eya2 inh -5%, B2AR arrestin 0.4%, S-ASM inh -4% and USP2a block 2%.
Screening CC1(CCc2ccccc2)NC(=S)N(c2ccccc2)N1 (configuration not stated) returned uPA generation -4%, PTAP TSG101 blk -2%, BRCA1 expr act -7%, Integrin act MD 20%, ELG1 genotoxic 17%, p53 reactivator inconclusive, TRPV1 agonist 6, Eya2 inh -19%, B2AR arrestin 3.7%, S-ASM inh 1% and USP2a block 3%.
Screening COc1ccc(NC(=O)CCC(=O)OCC(=O)c2ccc(Oc3ccc([N+](=O)[O-])cc3)cc2)cc1 returned uPA generation 4%, PTAP TSG101 blk -1%, BRCA1 expr act 3%, Integrin act MD -23%, ELG1 genotoxic 0%, p53 reactivator 1%, TRPV1 agonist 2, Eya2 inh -2%, B2AR arrestin -0.9%, S-ASM inh 0% and USP2a block 3%.
`O=C(c1ccccc1)c1ccccc1C(=O)N1CCN(C(=O)c2ccccc2)CC1` gave uPA generation -3%, PTAP TSG101 blk -5%, BRCA1 expr act 0%, Integrin act MD -6%, ELG1 genotoxic -10%, p53 reactivator 0%, TRPV1 agonist 3, Eya2 inh -1%, B2AR arrestin -0.2%, S-ASM inh -1% and USP2a block 1%.
COc1cccc(NC2SC(=O)N(c3ccccc3)C2=O)c1 (configuration not stated) was read as uPA generation -21%, PTAP TSG101 blk -3%, BRCA1 expr act inconclusive, Integrin act MD -4%, ELG1 genotoxic inconclusive, p53 reactivator inconclusive, TRPV1 agonist 4, Eya2 inh -5%, B2AR arrestin -0.1%, S-ASM inh -1% and USP2a block 1%.
`COC(=O)C1=C(C)Nc2nc(SCc3ccccc3)[nH]c(=O)c2C1c1cccs1` (configuration not stated) gave uPA generation 18%, PTAP TSG101 blk -6%, BRCA1 expr act -22%, Integrin act MD 25%, ELG1 genotoxic 4%, p53 reactivator -1%, TRPV1 agonist -2, Eya2 inh -6%, B2AR arrestin -0.3%, S-ASM inh -6% and USP2a block -1%.
`CCC(C)Oc1cccc(OCCCCN2C(=O)NC(C)(C)C2=O)c1` (configuration not stated) gave PTAP TSG101 blk -1%, BRCA1 expr act -26%, Integrin act MD -27%, ELG1 genotoxic -4%, p53 reactivator 8%, TRPV1 agonist inconclusive, Eya2 inh -29%, B2AR arrestin -0.3%, S-ASM inh 0% and USP2a block 0%.
`O=C1CCC(C(=O)N2CCCCO2)CN1Cc1cccc(F)c1` (configuration not stated) gave uPA generation -7%, PTAP TSG101 blk -6%, BRCA1 expr act 16%, Integrin act MD -37%, ELG1 genotoxic 6%, p53 reactivator 15%, TRPV1 agonist -1, Eya2 inh -7%, B2AR arrestin 0.1%, S-ASM inh 4% and USP2a block 4%.
CC(C(=O)NCc1ccccc1)N1C(=O)c2ccccc2C1=O (configuration not stated) was read as uPA generation 4%, PTAP TSG101 blk -2%, BRCA1 expr act -8%, Integrin act MD -6%, ELG1 genotoxic 1%, p53 reactivator 4%, TRPV1 agonist -1, Eya2 inh 7%, B2AR arrestin 0.3%, S-ASM inh 2% and USP2a block 2%.
For CCC(C)NC(=O)c1ccc2c(SCC(=O)O)c3c(nc2c1)CCCC3 (configuration not stated) the results were uPA generation -1%, PTAP TSG101 blk -3%, BRCA1 expr act 1%, Integrin act MD inconclusive, ELG1 genotoxic 1%, p53 reactivator -10%, TRPV1 agonist -1, Eya2 inh 15%, B2AR arrestin -1.9%, S-ASM inh 5% and USP2a block 2%.
CCOC(=O)C1=C(C)N(C[C@@H]2CC[C@@H](Cc3ccc(-c4ccccc4)cc3)O2)C(=O)NC1c1ccc([N+](=O)[O-])cc1 (some centres not stated) was read as uPA generation -18%, PTAP TSG101 blk -1%, BRCA1 expr act -34%, Integrin act MD -10%, ELG1 genotoxic -1%, p53 reactivator -4%, Eya2 inh 9%, B2AR arrestin 0.3%, S-ASM inh -9% and USP2a block 3%.

The final two entries of the section before lead into the next.
For CCC(C)NC(=O)c1ccc2c(SCC(=O)O)c3c(nc2c1)CCCC3 (configuration not stated) the results were uPA generation -1%, PTAP TSG101 blk -3%, BRCA1 expr act 1%, Integrin act MD inconclusive, ELG1 genotoxic 1%, p53 reactivator -10%, TRPV1 agonist -1, Eya2 inh 15%, B2AR arrestin -1.9%, S-ASM inh 5% and USP2a block 2%.
CCOC(=O)C1=C(C)N(C[C@@H]2CC[C@@H](Cc3ccc(-c4ccccc4)cc3)O2)C(=O)NC1c1ccc([N+](=O)[O-])cc1 (some centres not stated) was read as uPA generation -18%, PTAP TSG101 blk -1%, BRCA1 expr act -34%, Integrin act MD -10%, ELG1 genotoxic -1%, p53 reactivator -4%, Eya2 inh 9%, B2AR arrestin 0.3%, S-ASM inh -9% and USP2a block 3%.
For O=C1CSC(=Nc2ccc(Cl)cc2)N1 the results were uPA generation 11%, PTAP TSG101 blk -1%, BRCA1 expr act 12%, Integrin act MD inconclusive, ELG1 genotoxic 0%, TRPV1 agonist 0, Eya2 inh -6%, B2AR arrestin 3.9%, S-ASM inh 1% and USP2a block 1%.
For COC(=O)c1ccccc1NC(=O)CSc1nnnn1C1CCCCC1 the results were uPA generation -2%, PTAP TSG101 blk -6%, BRCA1 expr act 1%, Integrin act MD 21%, ELG1 genotoxic 1%, p53 reactivator -1%, TRPV1 agonist -2, Eya2 inh -4%, B2AR arrestin -0.1%, S-ASM inh 4% and USP2a block 3%.
For CCOc1cc(C(c2c(C)[nH][nH]c2=O)c2c(C)[nH][nH]c2=O)ccc1O the results were uPA generation -9%, PTAP TSG101 blk 0%, BRCA1 expr act -5%, Integrin act MD -26%, ELG1 genotoxic -1%, p53 reactivator -9%, TRPV1 agonist 2, Eya2 inh -2%, B2AR arrestin -0.6%, S-ASM inh -1% and USP2a block 6%.
`COc1ccccc1C(=O)C1CCCN(C(=O)c2cccc(-n3cccn3)c2)C1` (configuration not stated) gave uPA generation 0%, PTAP TSG101 blk -9%, BRCA1 expr act 8%, Integrin act MD -21%, ELG1 genotoxic -3%, p53 reactivator -3%, TRPV1 agonist 3, Eya2 inh -30%, B2AR arrestin 0.1%, S-ASM inh 5% and USP2a block 2%.
